Screening data as filed in PubChem BioAssay.
Pin1 inh: human Pin1 inhibition; Q13526; 390,000 tested, 0.009% active; Pin1 FP peptide displacement, HiFluor488, 10 min; Potency, µM (top dose mostly 115 µM), for inactives: at the highest dose activity, negative = inhibition, usual class: inhibitors; active = well fitted inhibition curve with a large enough effect in the polarisation, with a control signal flat, not every such curve was filed as active; inconclusive = small, poorly fitted or top-dose-only effect, or effect the other way, or a change in a side signal; inactive = no such curve, though single readings can be large or run the other way; the % refers to the polarisation; note: potency is the fitted concentration of half-maximal effect; % is set by controls: 0 for no effect and ±100 for the full control effect
TrxR1 inh: rat TrxR1 inhibition; AID 588453; 390,000 tested, 1% active; recombinant rTrxR1, NADPH fluorescence consumption, selenite substrate; Potency, µM (highest dose often 114 µM), for inactives: at the highest dose activity change, negative = inhibition, usual class: inhibitors; O89049; note: potency is the fitted concentration of half-maximal effect; % is set by controls: 0 for no effect and ±100 for the full control effect; nearly all actives have a fitted effect of over 65% in size
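Rat TrxR1 (90 nM in the dispensed reagent) was pre-reduced with 400 uM NADPH for 5 min at room temperature, then incubated with compound for 15 min. After 400 uM selenite was added, NADPH fluorescence (Ex 340/Em 450 nm) was followed for 8 min.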
TrxR1 substrate: is turned over as a substrate by rat TrxR1; O89049; purified TrxR1 substrate turnover, NADPH consumption readout; Potency, µM (series often up to 114 µM), for inactives: top-dose activity change, negative = substrate turnover; 390,000 tested, 0.01% active; AID 588456; note: potency is the fitted concentration of half-maximal effect; % is set by controls: 0 for no effect and ±100 for the full control effect; nearly all actives have a fitted effect of over 50% in size
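Rat TrxR1, dispensed at 90 nM, was prereduced with 400 uM NADPH (final) for 5 min at ~22 deg C, then incubated with compound 15 min before 400 uM selenite. A first-read NADPH fluorescence drop versus no-compound background flagged substrates.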
PI4K2A block: inhibitors of human PI4K2A | activity change, negative = inhibition, % at 76.9 µM | 420,000 tested, 0.13% active | Q9BTU6 | purified PI4K2A, ADP-Glo luminescence, 1 h; active compounds read low; in the data active = activity change below about -50%; inconclusive = mostly about -30% to -49%;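 note: -100% = wells without enzyme as full effect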
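ADP-Glo luminescence measured ADP generated by PI4K2A enzyme (4 ug/mL before mixing) with 1.2 mM PI substrate (pre-mix) and 300 microM ATP (pre-mix). Tris pH7.5 buffer with MgCl2, Triton X-100; 1 h reaction at ambient temperature.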
PGK inhibitor: T. brucei PGK inhibition | Potency, µM (series often up to 57.5 µM), without a hit: at the highest dose activity change, negative = inhibition, hits mostly inhibitors | 380,000 tested, 0.043% active | PGK/GAPDH coupled, Kinase-Glo luminescence, 60 min | AID 602233; note: potency is the fitted concentration of half-maximal effect; % is set by controls: 0 for no effect and ±100 for the full control effect; nearly all actives have a fitted effect of over 60% in size
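Recombinant glycosomal PGK reaction used 1,3-bisphosphoglycerate generated in-well by GAPDH (100nM final) in 100mM TEA pH 7.6, 5mM MgCl2, 0.01% Tween-20. After 60 minutes at room temperature, ATP was read by Kinase-Glo Plus luminescence end-point.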
GLS inhibitor: glutaminase GLS (human) inhibition; O94925; GLS enzymatic activity, qHTS titration; Potency, µM (titrated, usually from 45.5 µM), without a hit: top-dose activity change, negative = inhibition, hits mostly inhibitors; 410,000 tested, 0.21% active; AID 624170; note: potency is the fitted concentration of half-maximal effect; % is set by controls: 0 for no effect and ±100 for the full control effect
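Two-point fluorescence kinetic (t0, 30 min RT) for hKGA; glutamate detected via glutamate oxidase–HRP–Amplex Red. Substrate: 1 mM L-glutamine solution; buffer 45 mM KH2PO4, pH 8.2.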
mIDH1 inhibitor: blocks human mutant IDH1 R132H enzyme; O75874; IDH1-R132H enzyme, NADPH consumption, diaphorase/resazurin fluorescence; Potency, µM (doses to about 76.6 µM), without a hit: at the top dose activity change, negative = inhibition, hits mostly inhibitors; 390,000 tested, 0.093% active; AID 602179; note: potency is the fitted concentration of half-maximal effect; % is set by controls: 0 for no effect and ±100 for the full control effect; nearly all actives have a fitted effect of over 65% in size
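IDH1-R132H (0.5 ug/mL) preincubated 30 min with compound, then NADPH (0.016 mM) and alpha-KG (2 mM) added; 80 min at RT, pH 7.5. Remaining NADPH coupled via diaphorase/resazurin to fluorescence (540/590 nm); concentration-response curves normalized to no-enzyme control.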
HP1b binding inh: HP1-beta chromodomain-methylated histone interaction inhibition; AlphaScreen HP1-beta / biotin-H3K9me3 peptide binding; Potency, µM (highest dose often 114 µM), for the others: at the highest dose activity change, negative = inhibition, most hits filed as inhibitors; 390,000 tested, 0.56% active; note: potency is the fitted concentration of half-maximal effect; nearly all actives have a fitted effect of over 70% in size; inactives centre near 23
Target sequence (P83916 whole entry, looked up): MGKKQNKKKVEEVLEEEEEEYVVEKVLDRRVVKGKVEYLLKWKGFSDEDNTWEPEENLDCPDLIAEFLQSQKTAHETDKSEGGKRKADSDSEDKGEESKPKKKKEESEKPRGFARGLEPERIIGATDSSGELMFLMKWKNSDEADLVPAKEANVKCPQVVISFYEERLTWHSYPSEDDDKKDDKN
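Compound inhibition of the preformed complex between 50 nM HP1-beta and 50 nM biotinylated H3K9me3 peptide was read by AlphaScreen. Buffer was PBS pH 7.4 with 0.01% Tween-20. Incubations ran 30 min at room temperature, with 10 ug/mL donor/acceptor beads.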
USP1-UAF1 inh: USP1/UAF1 (human) deubiquitinase inhibition. 390,000 tested, 0.23% active. recombinant USP1/UAF1, Ub-Rhodamine cleavage fluorescence. O94782. Potency, µM (top dose mostly 57.1 µM), for the others: top-dose activity change, negative = inhibition, most hits filed as inhibitors. AID 743255; note: potency is the fitted concentration of half-maximal effect; % is set by controls: 0 for no effect and ±100 for the full control effect; nearly all actives have a fitted effect of over 60% in size; inactives centre near -12
Target sequence (O94782 whole entry, looked up): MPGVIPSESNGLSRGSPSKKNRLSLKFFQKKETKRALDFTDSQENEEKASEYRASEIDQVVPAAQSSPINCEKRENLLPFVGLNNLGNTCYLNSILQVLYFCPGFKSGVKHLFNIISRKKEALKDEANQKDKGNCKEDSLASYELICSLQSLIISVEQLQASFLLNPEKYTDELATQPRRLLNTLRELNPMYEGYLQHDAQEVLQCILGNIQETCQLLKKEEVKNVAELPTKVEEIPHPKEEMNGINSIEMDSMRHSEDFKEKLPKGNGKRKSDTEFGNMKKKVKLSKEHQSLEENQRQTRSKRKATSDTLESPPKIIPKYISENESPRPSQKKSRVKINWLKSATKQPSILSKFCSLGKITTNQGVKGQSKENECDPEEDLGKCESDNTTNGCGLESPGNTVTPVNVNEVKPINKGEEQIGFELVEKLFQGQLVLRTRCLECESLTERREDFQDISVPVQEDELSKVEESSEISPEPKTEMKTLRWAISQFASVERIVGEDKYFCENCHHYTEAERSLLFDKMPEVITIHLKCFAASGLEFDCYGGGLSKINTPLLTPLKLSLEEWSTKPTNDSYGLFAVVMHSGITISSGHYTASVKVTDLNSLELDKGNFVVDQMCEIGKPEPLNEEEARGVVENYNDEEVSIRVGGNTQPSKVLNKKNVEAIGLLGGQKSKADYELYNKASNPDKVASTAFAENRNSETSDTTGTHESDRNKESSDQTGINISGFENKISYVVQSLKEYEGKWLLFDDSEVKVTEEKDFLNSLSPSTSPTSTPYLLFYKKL
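USP1/UAF1 complex (1 nM) preincubated 15 min at room temperature with compound, then Ub-Rho substrate (150 nM final) added. Kinetic fluorescence at 480/540 nm over 6 reads at 60 s intervals; 50 mM HEPES pH 7.8, 0.5 mM EDTA, 0.1 mg/ml BSA, 1 mM TCEP, 0.01% Tween-20.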
* marks the source's active call; other numbers are inactive results; i = inactive; ? = inconclusive; · = not tested or not shown; [ ] = dose if it differs, or a comment. Unless noted, calls come from the whole dose curve; as a rule, active = well fitted curve in the direction sought with a large enough effect; inconclusive = small, poorly fitted or top-dose-only effect, or another doubt; inactive = no such curve, though single readings can be large; an effect the other way counts as inactive or inconclusive.

Values run as follows: Pin1 inh	TrxR1 inh	TrxR1 substrate	PI4K2A block	PGK inhibitor	GLS inhibitor	mIDH1 inhibitor	HP1b binding inh	USP1-UAF1 inh
(1) COc1ccc(S(=O)(=O)N2CCCCC2)cc1NC(=O)c1ccc2ccccc2n1
 : -1%	-1%	5%	-2	6%	2%	1%	33%	-19%
(2) O=C1NC[C@H](Cc2ccc(O)cc2)N(CC2CCCCC2)C1=O
 : -9%	-7%[57.1 µM]	-2%[57.1 µM]	-4	i	26%	1%	47%[activator]	-13%
(3) CCOC(=O)c1c(NC(=O)c2cc(-c3cccc(Cl)c3)on2)sc(C(C)=O)c1C
 : 0%	6%	1%	2	-7%	-15%	0%	71µM*	-19%
(4) Cc1oncc1-c1csc(-c2ccccc2Cl)n1
 : -3%	11%	1%	5	4%	-1%	1%	150%[activator]	-5%
(5) COc1ccc(C(=O)NC(CC(=O)O)c2cc([N+](=O)[O-])ccc2Cl)cc1 (centres undefined)
 : -5%	2%[57.1 µM]	-2%[57.1 µM]	1	-2%	5%	-4%	20%	-2%
(6) CCC(=O)N1CCc2cc(S(=O)(=O)N3CCN(c4cc(C)ccc4C)CC3)ccc21
 : -2%	11%	1%	-3	-7%	-3%	0%	28%	-24%
(7) Cc1cn([C@H]2C[C@H](O)[C@@H](CNC/C=C/c3ccccc3[N+](=O)[O-])O2)c(=O)[nH]c1=O
 : ·	·	·	5	3%	-5%	-14%	·	5%
(8) CC(=O)c1cccc(NC(=O)Cn2cc3c(n2)CCCC3)c1
 : -1%	14%[57.1 µM]	8%[57.1 µM]	-4	-4%	-1%	4%	51%[activator]	-18%
(9) CN1CC(=O)N(CC(=O)Nc2ccc(OCc3ccccc3)cc2)C1=O
 : 1%	12%	3%	-1	-5%	13%	3%	30%	0%
(10) COc1cccc(NC(=O)c2c(C(=O)Nc3ccccc3)sc3nc(C)cc(=O)n23)c1
 : 43%[activator]	-5%	4%	0	0%	4%	-7%	24%	3%
(11) O=C1/C(=C/c2cccnc2)CC/C1=C\c1cccnc1
 : 3%	-7%	-3%	4	-9%	-3%	-6%	42%[activator]	-19%
(12) Cc1occc1-c1nnc(SCC(=O)NC2CCCC2)n1C
 : -1%	6%[57.1 µM]	0%[57.1 µM]	0	i	6%	6%	-15%	-20%
(13) Cc1nnc(NC(=O)CSc2nnc(CNC(=O)c3ccc(F)cc3)o2)s1
 : -13%	0%	-6%	-3	-5%	9%	-1%	33%	2%
(14) CCN(CC)S(=O)(=O)c1ccc(-c2csc(C)n2)cc1
 : 2%	38%	-3%	-2	-5%	?	2%	22%	-18%
(15) O=C(O)CSCC(=O)N1CCCN(c2nc3ccc(Cl)cc3s2)CC1
 : -6%	21%[57.1 µM]	1%[57.1 µM]	-2	-13%	5%	7%	7%	-3%
(16) CC(C)C(=O)NC(=O)[C@@H]1CCCN1C(=O)/C=C/c1ccccc1
 : 3%	18%	7%	-2	-8%	-1%	4%	4%	-3%
(17) O=C(NCC1CCCO1)c1nc(Cn2ccc([N+](=O)[O-])n2)no1 (centres undefined)
 : 0%	11%	2%	-2	5%	-2%	-9%	34%	?
(18) O=c1[nH]cnc2sc3c(c12)CCC3
 : 1%	9%	-1%	-7	-2%	-2%	-1%	24%	-17%
(19) O=c1c2ccccc2nc(SCc2ccc([N+](=O)[O-])cc2)n1-c1ccc(Cl)cc1
 : 6%	15%[57.1 µM]	7%[57.1 µM]	5	9%	11%	-2%	-18%	?
(20) Cc1ccc(S(=O)(=O)[N-]c2nc3ccccc3nc2-[n+]2cc(C)cc(C)c2)cc1
 : -17%	11%	3%	2	-2%	0%	11%	29%	-3%
(21) COc1ccc(C(=O)n2nc(-c3ccco3)nc2SC)cc1OC
 : -17%	?	13%	7	i	2%	4%	16%	-12%
(22) Cn1c2cc(Br)sc2c2cnn(Cc3ccc(F)cc3F)c(=O)c21
 : 4%	7%	0%	-6	2%	-4%	·	7%	·
(23) Cc1ccc2c(=O)cc(C(=O)Nc3sc4c(c3C(=O)NCc3ccccc3)CCCC4)oc2c1C
 : -1%	15%	-1%	2	-4%	1%	-8%	25%	7%
(24) O=C(NCCN1CCN(C(=O)c2ccc(F)cc2)CC1)C(=O)NCc1ccccc1
 : -4%	6%[0.0914 µM]	0%[57.1 µM]	0	3%	-3%	-5%	32%	-16%
(25) O=C(NC1CS(=O)(=O)CC1NCc1ccccc1)c1ccccc1 (centres undefined)
 : ?	-8%	1%	2	-1%	-8%	8%	44%	-11%
(26) Cc1cccc2cc(CN(Cc3cccs3)C(=S)NCc3ccco3)c(=O)[nH]c12
 : 20%	0%	0%	1	8%	14%	1%	?	-11%
(27) COc1cc(OC)c(C(=O)NC2CCCc3ccccc32)cc1OC (centres undefined)
 : -5%	32%[activator]	11%	-8	-6%	-13%	2%	-9%	-22%
(28) CCOC(=O)C1(Cc2ccccc2C)CCCN(C(=O)CCc2c(C)noc2C)C1 (centres undefined)
 : 0%	21%	4%	-2	-1%	-5%	-6%	24%	0%
(29) CCc1ccc(/C=N/NC(=O)c2cc(-c3cccc([N+](=O)[O-])c3)n[nH]2)cc1
 : 11%	-14%	12%	5	-2%	-4%	-23%	-14%	-11%
(30) Cc1c(C(=O)OCC(=O)N(C)C2CCS(=O)(=O)C2)oc2ccc(Br)cc12 (centres undefined)
 : 5%	-7%	-5%	0	5%	-1%	-9%	26%	-20%
(31) C/C(=N\NC(=O)c1ccccc1OCCOc1ccccc1)c1ccccc1F
 : -5%	6%[57.1 µM]	3%[57.1 µM]	4	-9%	0%	2%	16%	-9%
(32) O=C(CN(C(=O)c1csnn1)c1ccccc1)NCCc1ccccc1
 : 3%	-2%[57.1 µM]	-2%[57.1 µM]	-4	8%	-8%	-8%	86%[activator]	-5%
(33) O=C(COC(=O)/C=C/c1ccccc1Cl)NC1CC1
 : ·	·	·	-3	i	0%	0%	·	-27%
(34) CCN1CCN(S(=O)(=O)c2ccc(Cl)c(C(=O)NC(C)(C)C)c2)CC1
 : ?	18%	4%	6	8%	1%	24%	47%[activator]	-8%
(35) O=C1C2CC=CCC2C(=O)N1c1cccc(OS(=O)(=O)c2ccc3ccccc3c2)c1 (centres undefined)
 : 1%	15%[57.1 µM]	4%[57.1 µM]	-5	1%	1%	0%	34%	-21%
(36) Oc1oc(-c2cccc3ccccc23)nc1/C=N/c1nccs1
 : 71%[activator]	-13%[57.1 µM]	-2%	-3	-2%	18%	5%	19%	-4%
(37) COC(=O)c1ccc(/C=C2\CCn3c2nc2cc(C(=O)O)ccc2c3=O)cc1
 : -2%	-5%[57.1 µM]	54%[activator][57.1 µM]	-4	-5%	12%	-6%	-22%	-9%
(38) Nc1nc(SCC(=O)N2CCCCC2)[nH]c(=O)c1NC(=O)c1ccccc1F
 : ?	-13%	-9%	2	0%	-1%	0%	43%	-6%
(39) O=C1CC(NCc2cccs2)C(=O)N1c1ccc(Cl)cc1 (centres undefined)
 : 8%	-3%[57.1 µM]	4%[57.1 µM]	-3	-5%	5%	4%	28%	-3%
(40) CC(C)NC(=O)Nc1ccc2c(c1)C(=O)N([C@H](C)CO)C[C@H](C)[C@@H](CN(C)Cc1ccc(C(F)(F)F)cc1)OCCCC[C@@H](C)O2
 : ·	·	·	-1	10%	-1%	0%	·	-10%
(41) Cc1ccc(-c2nnc(N3CCCCC3)c3ccccc23)cc1S(=O)(=O)NCC1CCCO1 (centres undefined)
 : -9%	2%	8%[57.1 µM]	1	-11%	14%	2%	4%	-19%
(42) C[C@@H]1CN([C@@H](C)CO)S(=O)(=O)c2ccc(Br)cc2O[C@@H]1CN(C)C(=O)NC1CCCCC1
 : ·	·	·	-3	-8%	7%	6%	·	0%
(43) CC(C)(CC(=O)NCc1ccc(Cl)cc1Cl)CC1=NS(=O)(=O)c2ccccc2N1
 : -6%	9%[57.1 µM]	2%[57.1 µM]	1	0%	-1%	9%	30%	-28%
(44) CCc1c(C)nc2cc(-c3ccc(OC)cc3)[nH]n2c1=O
 : 4%	32%	62%[activator]	-4	-5%	20%	-1%	38%	-24%
(45) CCOC(=O)c1ccc(N2C(=O)c3cccc4c(C(=O)O)ccc(c34)C2=O)cc1
 : -14%	-2%	-2%	-26	-1%	11%	9%	25%	-8%

Numbers 32–33 of the list above:
Values run as follows: Pin1 inh	TrxR1 inh	TrxR1 substrate	PI4K2A block	PGK inhibitor	GLS inhibitor	mIDH1 inhibitor	HP1b binding inh	USP1-UAF1 inh
(32) O=C(CN(C(=O)c1csnn1)c1ccccc1)NCCc1ccccc1
 : 3%	-2%[57.1 µM]	-2%[57.1 µM]	-4	8%	-8%	-8%	86%[activator]	-5%
(33) O=C(COC(=O)/C=C/c1ccccc1Cl)NC1CC1
 : ·	·	·	-3	i	0%	0%	·	-27%

The list is partial, so the mix of outcomes need not match the whole.
